From PubChem
GASC-1 inh: inhibitors of GASC-1 histone demethylase, primary screen, biochemical, fluorescence, DELFIA europium; actives 0.069% (n = 330,000); GST-JMJD2C(1-420) H3K9me3 demethylation; inhibition, % at 2.35 µM;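 active means more than half of a compound's replicate wells show inhibition beyond 50%, single wells judged on their own value; inconclusive means some, but no more than half, of replicates pass 50% inhibition; inactive means no replicate passes 50% inhibition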;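 further: signal counts dimethyl H3K9 product captured on neutravidin plate; 0% = median of DMSO wells and 100% = 0.3 times that DMSO median; strong numbers were not always called active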
Target sequence (Q9H3R0 1-420 limits assumed): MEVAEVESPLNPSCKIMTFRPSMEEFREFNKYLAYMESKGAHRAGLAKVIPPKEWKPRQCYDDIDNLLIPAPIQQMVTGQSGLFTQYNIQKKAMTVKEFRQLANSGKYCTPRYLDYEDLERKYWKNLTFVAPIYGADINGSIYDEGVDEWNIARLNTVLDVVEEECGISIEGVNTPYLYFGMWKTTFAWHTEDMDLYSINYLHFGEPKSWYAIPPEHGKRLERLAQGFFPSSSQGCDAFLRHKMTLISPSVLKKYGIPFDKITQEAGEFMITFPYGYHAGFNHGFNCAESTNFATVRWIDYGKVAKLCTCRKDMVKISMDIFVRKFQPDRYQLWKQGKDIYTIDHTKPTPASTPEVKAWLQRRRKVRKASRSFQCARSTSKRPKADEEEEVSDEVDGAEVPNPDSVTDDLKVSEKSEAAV
LAP4 TOR yeast: modulators of LAP4-GFP expression in yeast, primary screen, S. cerevisiae, multiplex flow cytometry, MLPCN library | 3 h; median GFP as percent of DMSO wells | actives 0.34% (n = 320,000) | GFP response vs DMSO, % at 10 µM;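 active means GFP response vs DMSO above a set limit, about the screen mean plus 3 SD, cut at about 150% in these data; inconclusive means under 70 cell events counted for the yeast strain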
procasp7 counter: procaspase-7 activators, primary screen, counter-screen for procaspase-3 activator project, biochemical, absorbance, HTS, human | Caspase-7 (Homo sapiens), P55210 | AID 463210, 2010 | actives 0.093% (n = 330,000) | recombinant procaspase-7, Ac-DEVD-pNA absorbance 405 nm; D23A/D198A/D206A triple mutant, cannot self-cleave; scale: DMSO 0, 5 µM enzyme 100 | activation, % at 8.5 µM;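 active means percent activation above the screen-wide mean plus 3 SD, cut at about 25% in these data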
Target sequence (P55210 whole entry D23A/D198A/D206A): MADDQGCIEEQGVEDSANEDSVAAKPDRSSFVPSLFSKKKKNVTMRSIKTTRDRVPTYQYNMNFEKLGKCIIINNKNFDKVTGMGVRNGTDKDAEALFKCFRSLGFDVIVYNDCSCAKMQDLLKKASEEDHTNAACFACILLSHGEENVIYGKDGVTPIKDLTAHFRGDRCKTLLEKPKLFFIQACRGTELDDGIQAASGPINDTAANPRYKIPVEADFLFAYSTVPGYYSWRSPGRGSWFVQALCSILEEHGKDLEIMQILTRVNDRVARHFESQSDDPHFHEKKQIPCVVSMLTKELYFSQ
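Replicates: singlicate. Assay system: Procaspase-7 triple mutant (PC-7 D3A). Signal: 405 nm absorbance of p-nitroaniline. Times: 1 h preincubation, 2 h reaction. Buffer or medium: Zinc-free HEPES pH 7.4 with 300 mM NaCl, 0.01% Triton X-100. Also added: DEVD-pNA substrate. Benchmarks: DMSO wells as 0%, DMSO with 5 µM added PC-7 as 100%.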
procasp3 activ: activators of human procaspase-3 D3A mutant, primary screen, biochemical, absorbance, PC-3 D3A mutant, single concentration; Caspase-3 (Homo sapiens), P42574; recombinant procaspase-3 D3A, Ac-DEVD-pNA absorbance 405 nm; activation, % at 8.5 µM; actives 0.11% (n = 330,000);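 active means activation above the mean of all tested compounds plus 3 SD, cut at about 21% in these data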;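 further: 0% = DMSO alone and 100% = DMSO wells spiked with extra 5 µM PC-3 D3A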
Target sequence (P42574 whole entry D9A/D28A/D175A): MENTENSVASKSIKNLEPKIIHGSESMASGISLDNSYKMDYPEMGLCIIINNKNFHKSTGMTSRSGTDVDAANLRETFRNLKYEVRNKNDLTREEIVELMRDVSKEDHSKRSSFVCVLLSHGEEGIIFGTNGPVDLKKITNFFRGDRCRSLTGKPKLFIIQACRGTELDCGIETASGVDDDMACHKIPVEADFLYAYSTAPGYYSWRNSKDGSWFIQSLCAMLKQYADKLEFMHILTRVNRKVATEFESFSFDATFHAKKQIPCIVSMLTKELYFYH
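Assay system – Procaspase-3 D3A mutant, all three cleavage aspartates alanine · Controls – DMSO-only low control, 5 µM PC-3 D3A high control · Schedule – 1 h compound preincubation, 2 h substrate hydrolysis at 25 °C · Signal – 405 nm absorbance of p-nitroaniline, reads at 0 and 120 min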
Yeast superoxide: reduction of superoxide in aged yeast, primary screen, HTS; S. cerevisiae aged cells, superoxide DHE fluorescence; active compounds read low; superoxide response (% of plate mean), % at 10 µM; actives 0.18% (n = 330,000);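 active means superoxide response under a set limit, about three screen SD below normal, cut at about 65% in these data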;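 further: yeast aged for seven days with compound at 30 °C before DHE staining; 100% = average MFI of all compound-treated wells on the plate with controls excluded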
RPL19A-GFP yeast: RPL19A-GFP expression modulators in yeast, primary screen, cell-based, S. cerevisiae, multiplex flow cytometry, MLPCN. S. cerevisiae RPL19A-GFP strain, 3 h; active compounds read low. actives 0.3% (n = 330,000). percent response vs DMSO, % at 10 µM. AID 2025, 2009;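 active means percent response vs DMSO below 50%; inconclusive means fewer than 70 events counted for the yeast strain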;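 further: median channel GFP fluorescence of the barcoded RPL19A-GFP strain; ratio of sample median GFP to plate DMSO average so 100% = DMSO; lower means less RPL19A-GFP as with rapamycin TOR inhibition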
MEP2-GFP yeast: modulators of MEP2-GFP levels in yeast, primary screen, S. cerevisiae, multiplex flow cytometry, MLPCN library; S. cerevisiae MEP2-GFP strain, 3 h; 100% = DMSO control level; GFP response vs DMSO, % at 10 µM; actives 0.51% (n = 330,000); AID 2016, 2009;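 active means GFP response versus DMSO above a set limit, roughly screen mean plus 3 SD, cut at about 180% in these data; inconclusive means fewer than 70 cells counted for a yeast strain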;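 further: median GFP fluorescence of the barcode-gated MEP2-GFP cells per well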
AHR activator: AHR activators, primary screen, cell-based, luminescence, luciferase reporter, human. Aryl hydrocarbon receptor (Homo sapiens), P35869. AHR-responsive luciferase reporter cells. activation, % at 5 µM. actives 2.5% (n = 320,000); in the data active means activation above about 47%;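 further: 0% = vehicle wells and 100% = reference agonist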
An asterisk follows results filed as active; u = inconclusive; x = not tested or not shown; [ ] = remark or other dose.

entry	smiles	GASC-1 inh	LAP4 TOR yeast	procasp7 counter	procasp3 activ	Yeast superoxide	RPL19A-GFP yeast	MEP2-GFP yeast	AHR activator
1	O=C(c1ccccc1)c1cnc(Nc2ccc(Cl)c(Cl)c2)s1	3	104	4	-4	94	102	110	0
2	CNc1nc2c(c(=O)n(C)c(=O)n2C)n1Cc1ccccc1	4	97	1	3	96	101	99	-4
3	C#Cc1ccc([C@@H]2C=C(C(=O)NCc3ccccc3)O[C@H](OCCCCO)C2)cc1	0	108	4	-2	122	101	91	38
4	CCn1c(=O)n(CC)c2cc(S(=O)(=O)Nc3c(C)cccc3C)ccc21	-7	96	-1	3	99	97	99	-2
5	Fc1ccccc1Oc1nc(-c2ccncc2)nc2ccccc12	12	118	3	2	96	96	93	8
6	O=C(CN1CCN(Cc2ccccc2)CC1)NC(=O)NCc1ccco1	-6	86	5	-3	101	93	98	2
7	CCOc1cc(CNc2ccc(O)cc2)cc(Br)c1OCc1ccccc1F	6	104	-21	-7	85	100	100	4
8	COc1ccc(C(=O)Nc2ccc(S(=O)(=O)Nc3onc(C)c3C)cc2)c(OC)c1	8	101	2	-5	105	93	96	0
9	COc1ccc(CN(C)C(=O)c2cc(S(=O)(=O)Nc3ccccc3F)ccc2C)c(OC)c1	-10	103	-3	-3	91	100	103	-1
10	CC(=O)Nc1ccccc1S(=O)(=O)CC1CC1(Cl)Cl (stereo unspecified)	12	108	-2	-5	94	108	123	1
11	CC1CCCCC1NCC(=O)NCc1ccc(F)cc1 (stereo unspecified)	3	101	2	-7	86	107	114	5
12	CCOC(=O)Cc1ccc2sc(-c3ccccc3)nc2c1	13	96	3	6	101	103	103	-1
13	CCOC(=O)C1CCCN(S(=O)(=O)c2ccc3c(c2)CC(C)N3C(=O)C2CC2)C1 (stereo unspecified)	7	95	-4	10	94	100	95	0
14	COc1ccc(S(=O)(=O)N(C)c2ccccc2)c2cccnc12	-4	102	-6	-7	84	101	102	-2
15	CCOCCCn1c(=S)[nH]c2cc(C(=O)NCCc3ccccc3)ccc2c1=O	-3	102	9	1	100	102	102	4
16	CCN(CC(=O)Nc1ccc(NC(C)=O)cc1)C(=O)Cc1cccc2ccccc12	5	103	-4	1	86	110	119	3
17	CCOCCc1nnc(NC(=O)CS(=O)(=O)c2ccc(C)cc2)s1	5	88	12	11	98	99	101	5
18	CC1CCN(CCOCCOc2ccccc2Br)CC1	-17	91	2	-2	92	103	106	0
19	CN(C)CCCCOc1ccc(F)cc1	-13	96	9	-3	97	99	101	3
20	N#Cc1ccccc1NC(=O)CSc1n[nH]c(=O)n1C1CC1	5	128	-10	-6	102	85	100	24
21	CCOC(=O)c1cc(C#N)c(SCc2cccc3ccccc23)nc1C	3	91	10	6	100	97	97	-2
22	CC(C)(C)OC(=O)NNC1CC(=O)N(c2ccccc2F)C1=O (stereo unspecified)	-3	90	10	8	84	97	107	2
23	O=C(Nc1cccc(S(=O)(=O)NC2=NCCC2)c1)c1cc(=O)[nH]c2ccccc12	-6	81	-3	8	120	95	91	4
24	Oc1ccc(N2CCN(C(=S)NCc3ccccc3)CC2)cc1	0	101	-11	-7	100	97	100	-2
25	CCOc1ccc(CCNC(=O)COC(=O)COc2ccc(C(C)=O)cc2)cc1OCC	0	90	6	-2	102	97	97	4
26	O=C(Cc1nn[nH]n1)NCCC1=CCCCC1	-4	102	6	1	78	106	106	-2
27	COCCCn1c(=O)/c(=C\c2ccccc2OC(C)C)s/c1=C(/C#N)C(=O)Nc1ccc(C(=O)O)cc1	19	110	-9	6	103	105	112	1
28	CCOc1cc(S(=O)(=O)NCCc2ccccc2C)c(OCC)cc1-n1cnnn1	-5	93	0	0	109	94	100	1
29	COCCN(C(=O)COC(=O)c1cccc2ccccc12)c1c(N)n(Cc2ccccc2)c(=O)[nH]c1=O	-4	89	6	-8	94	97	93	2
30	COc1ccc(N2CCN(C(=O)C(C)(C)Oc3ccc(Cl)cc3)CC2)cc1	-3	110	-7	0	90	97	102	4
31	CCOc1ccc(S(=O)(=O)N2CCCCC2)cc1NC(=O)C1CSC2(C)CCC(=O)N12 (stereo unspecified)	u	90	8	1	100	87	94	-1
32	CCOc1ncccc1C(=O)N1CCN(c2ccc(C(F)(F)F)cn2)CC1	-2	90	-4	2	90	87	101	-2
33	COc1ccccc1-c1nnc2sc(COc3ccccc3)nn12	-2	109	-1	2	106	96	99	1
34	O=C(c1ccsc1)N1CCCC(Nc2ccc(F)c(F)c2)C1 (stereo unspecified)	-4	88	-1	-5	87	101	97	4
35	O=C(/C=C/c1ccc([N+](=O)[O-])cc1)NCCc1ccc(F)cc1	14	100	0	-3	86	99	97	2
36	CCn1c(SCC(N)=O)nnc1-c1ccco1	-33	96	5	-6	105	100	97	-1
37	N#CC1=C(N)Oc2cc(N)ccc2C1c1ccc(F)cc1 (stereo unspecified)	19	102	-19	-10	99	100	105	-1
38	O=C(COc1ccc2ccc(=O)oc2c1)NCCCN1CCCC1=O	2	99	2	18	111	107	110	-1
39	COc1ccc(NC(=O)CN2CCN(c3ccccc3)CC2)cc1	-3	82	-6	-19	104	87	92	2
40	CC(=O)c1ccc(OCCCC(=O)NCCc2ccc(C(F)(F)F)cc2)cc1	-19	97	-6	0	120	100	106	0
41	CC(=O)c1ccc(NC(=O)C2CCN(S(=O)(=O)c3cccc4nonc34)CC2)cc1	-2	u	5	-1	100	u	u	-2
42	COc1cc(NS(=O)(=O)c2ccc(NC(=O)NC3CCCCC3)cc2)nc(OC)n1	8	98	-3	0	120	96	102	1
43	CCc1c(C(=O)Nc2nnc(C3CC3)s2)csc1C	5	101	4	8	92	100	106	67*
44	Cc1cc(C)cc(C(=O)OCC(=O)Nc2ncccn2)c1	x	108	15	-5	91	95	97	1
45	COc1ccc2c(C=O)c[nH]c2c1	27	100	-4	-10	100	102	107	14
46	CCOC(=O)COc1cc(N2C(=O)CSCC2=O)c(Cl)cc1Cl	-9	81	14	-9	109	94	97	-1
47	CCOc1ccc(-n2cc(-c3ccccc3)c3c(SC(C)C(=O)OC)ncnc32)cc1 (stereo unspecified)	3	86	-6	2	80	99	97	1
48	CCCCCCCCn1ccc(=N)cc1	12	103	-3	3	90	105	106	-5
49	O=C(O)c1ccccc1C(=O)Nc1ccccc1	6	86	-3	7	109	104	97	-5
50	Nc1nonc1C(=O)NCCNc1ccc([N+](=O)[O-])cn1	0	104	0	6	95	95	100	1
51	Cn1ncc([N+](=O)[O-])c1C(=O)NCc1ccccc1	-3	99	3	12	100	97	92	1
52	C=CCn1c(SCC(=O)NCc2ccco2)nnc1-c1ccc2ccccc2n1	2	100	-9	-11	96	100	104	2
53	Fc1cc(F)cc(NC(=S)N2CCC(c3ccccc3)C2)c1 (stereo unspecified)	3	98	5	14	96	98	92	4
54	C/C(CS(=O)(=O)c1ccc(Cl)c(Cl)c1)=N/NC(N)=S	-4	98	2	1	96	98	105	6
55	COc1ccc(S(=O)(=O)NCc2csc(-c3cccnc3)n2)cc1	-13	95	7	11	92	94	94	9
56	CCOC(=O)C1=C(N)OC2=C(C(=O)CCC2)C1c1cccnc1 (stereo unspecified)	0	81[may fluoresce violet]	-7	-14	81	x	295*[may fluoresce violet]	0

Next part.
entry	smiles	GASC-1 inh	LAP4 TOR yeast	procasp7 counter	procasp3 activ	Yeast superoxide	RPL19A-GFP yeast	MEP2-GFP yeast	AHR activator
57	Cc1ccc(S(=O)(=O)CCC(=O)Nc2cc(Cl)ccc2-n2cncn2)cc1	5	106	-2	6	97	108	102	4
58	COc1ncccc1C(=O)NC1CCCc2c1cnn2-c1cc(C)cc(C)c1 (stereo unspecified)	2	93	-3	5	122	102	104	4
59	Cc1cc(C(C)(C)C)c(O)c(C)c1CC1=NCCN1	2	90	-1	-5	93	100	91	1
60	CCC(C)(C)NC(=O)C(c1cccs1)N(C(=O)c1ccn[nH]1)c1cccc(OC)c1 (stereo unspecified)	-5	109	3	7	106	100	107	3
61	COc1ccc(N(C)S(=O)(=O)c2cccc(C(=O)NC3CCCCCC3)c2)cc1	-5	118	5	3	101	106	118	3
62	Cc1cc(Nc2ccccc2)nc2cc(O)ccc12	2	106	0	-1	95	107	105	0

Grouped by structure, the compounds so far containing fluorine
entry	smiles	GASC-1 inh	LAP4 TOR yeast	procasp7 counter	procasp3 activ	Yeast superoxide	RPL19A-GFP yeast	MEP2-GFP yeast	AHR activator
5	Fc1ccccc1Oc1nc(-c2ccncc2)nc2ccccc12	12	118	3	2	96	96	93	8
7	CCOc1cc(CNc2ccc(O)cc2)cc(Br)c1OCc1ccccc1F	6	104	-21	-7	85	100	100	4
9	COc1ccc(CN(C)C(=O)c2cc(S(=O)(=O)Nc3ccccc3F)ccc2C)c(OC)c1	-10	103	-3	-3	91	100	103	-1
11	CC1CCCCC1NCC(=O)NCc1ccc(F)cc1 (stereo unspecified)	3	101	2	-7	86	107	114	5
19	CN(C)CCCCOc1ccc(F)cc1	-13	96	9	-3	97	99	101	3
22	CC(C)(C)OC(=O)NNC1CC(=O)N(c2ccccc2F)C1=O (stereo unspecified)	-3	90	10	8	84	97	107	2
32	CCOc1ncccc1C(=O)N1CCN(c2ccc(C(F)(F)F)cn2)CC1	-2	90	-4	2	90	87	101	-2
34	O=C(c1ccsc1)N1CCCC(Nc2ccc(F)c(F)c2)C1 (stereo unspecified)	-4	88	-1	-5	87	101	97	4
35	O=C(/C=C/c1ccc([N+](=O)[O-])cc1)NCCc1ccc(F)cc1	14	100	0	-3	86	99	97	2
37	N#CC1=C(N)Oc2cc(N)ccc2C1c1ccc(F)cc1 (stereo unspecified)	19	102	-19	-10	99	100	105	-1
40	CC(=O)c1ccc(OCCCC(=O)NCCc2ccc(C(F)(F)F)cc2)cc1	-19	97	-6	0	120	100	106	0
53	Fc1cc(F)cc(NC(=S)N2CCC(c3ccccc3)C2)c1 (stereo unspecified)	3	98	5	14	96	98	92	4
